PKM2 activator: increases activity of human pyruvate kinase M2 | P14618 | purified PKM2, Kinase-Glo ATP luminescence, activation; response scale: 0% is enzyme alone, no compound | Potency, µM (doses to about 57.5 µM), without a hit: at the highest dose activation, actives largely listed as activators | 0.34% of 260,000 active | AID 1631; note: potency is the fitted concentration of half-maximal effect; % is set by controls: 0 for no effect and ±100 for the full control effect; nearly all actives have a fitted effect of over 55% in size
Target sequence (P14618 whole entry, looked up): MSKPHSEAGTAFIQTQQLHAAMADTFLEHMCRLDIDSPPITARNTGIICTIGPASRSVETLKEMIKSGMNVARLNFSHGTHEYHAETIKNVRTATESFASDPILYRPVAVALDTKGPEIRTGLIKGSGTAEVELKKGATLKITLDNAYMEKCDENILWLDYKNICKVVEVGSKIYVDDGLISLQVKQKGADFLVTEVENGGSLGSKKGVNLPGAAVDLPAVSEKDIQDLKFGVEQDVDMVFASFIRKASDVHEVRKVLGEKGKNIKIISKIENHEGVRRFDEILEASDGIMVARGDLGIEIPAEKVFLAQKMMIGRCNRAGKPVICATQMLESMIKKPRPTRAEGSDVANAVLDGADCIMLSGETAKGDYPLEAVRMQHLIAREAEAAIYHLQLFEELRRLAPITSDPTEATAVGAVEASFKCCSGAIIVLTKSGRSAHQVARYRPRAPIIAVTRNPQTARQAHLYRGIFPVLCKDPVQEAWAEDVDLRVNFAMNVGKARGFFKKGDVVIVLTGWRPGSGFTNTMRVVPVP
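hPK-M2, >95% pure; 0.1 mM ADP / 0.5 mM PEP final; imidazole pH7.2 buffer w/ 7 mM MgCl2, 50 mM KCl; 1 h RT; Kinase-Glo lum. Intermediate enzyme activity for dual inhibitor/activator qHTS.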
VP16 counter: Gal4-VP16 reporter inhibition counter-screen. Drosophila S2 Gal4-VP16 UAS-luciferase, luminescence, 20 h. Potency, µM (series often up to 53.6 µM), for the others: at the highest dose activity, negative = inhibition, usual class: inhibitors. 3.5% of 310,000 active. AID 2546;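 note: Gal4-VP16 expression switched on by copper sulfate through the metallothionein promoter; potency is the fitted concentration of half-maximal effect; % is set by controls: 0 for no effect and ±100 for the full control effect; nearly all actives have a fitted effect of over 50% in size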
KCNH2 3.1 inh: KCNH2 3.1 (human) potassium channel inhibition; U2OS KCNH2 3.1, thallium flux FluxOr; active compounds read low; activity change, % (tested at about 1.8 µM); 0.95% of 340,000 active;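 active = maximum activity change below -70%; inconclusive = maximum activity change from -70% to -50%; inactive = maximum activity change above -50%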;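 note: thallium influx rate constant from kinetic fluorescence after stimulation buffer; % is set by controls: 0 for no effect and ±100 for the full control effect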
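U2OS cells transduced with KCNH2 3.1 mutant virus (1.77 x 10^8 /mL, 4 h), plated overnight at 37 C, loaded 45 min with FluxOr dye plus Red40 quencher. Thallium flux rate constant from kinetic reads after stimulation buffer, normalised to controls.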
ELG1 DNA repair: inhibitors of ELG1-dependent DNA repair in HEK293T cells; Potency, µM (doses to about 46.1 µM), without a hit: top-dose activity change, negative = inhibition, actives largely listed as inhibitors; HEK293T ELG1-luciferase reporter, luminescence, 16 h; DNA damage induced by 5-fluorouridine; 2.3% of 330,000 active; note: potency is the fitted concentration of half-maximal effect; % is set by controls: 0 for no effect and ±100 for the full control effect; nearly all actives have a fitted effect of over 55% in size
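Reporter activity after DNA damage by 5-fluorouridine is monitored. Compound-treated cells incubate 16 hr at 37 °C, then ONE-Glo is added for 30 min before luminescence reading.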
MBNL1-CUG inh: MBNL1-poly(CUG) RNA binding inhibition; TR-FRET MBNL1-His/biotin-(CUG)12 binding, 665/545 ratio; AID 2675; 0.036% of 280,000 active; Potency, µM (top dose mostly 57.5 µM), inactives show at the highest dose activity change, negative = inhibition, actives largely listed as inhibitors; active = well fitted inhibition curve with a large enough effect in the signal ratio, with a control signal flat, not every such curve was filed as active; inconclusive = small, poorly fitted or top-dose-only effect, or effect the other way, or a change in a side signal; inactive = no such curve, though single readings can be large or run the other way; the % refers to the signal ratio; note: potency is the fitted concentration of half-maximal effect; % is set by controls: 0 for no effect and ±100 for the full control effect
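Compound titration spanned 92 nM–58 uM against the MBNL1-His/biotin-(CUG)12 complex. After 60 min at room temperature with 5 nM streptavidin-XL665 and 0.055 ng/ul terbium anti-His, ratiometric 665/545 nm emission (Ex 340 nm) normalized to controls.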
FLuc counter: counter-screen for miR-21 project: firefly luciferase inhibitors or activators; P08659; purified FLuc, Km substrates, luminescence inhibition; Potency, µM (doses to about 57.5 µM), for the others: top-dose activity change, negative = inhibition, hits mostly inhibitors; 6.9% of 360,000 active; AID 588342;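 note: potency is the fitted concentration of half-maximal effect; plate controls were vehicle for no effect and reference inhibitor for full effect; nearly all actives have a fitted effect of over 55% in size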
Target sequence (P08659 whole entry, looked up): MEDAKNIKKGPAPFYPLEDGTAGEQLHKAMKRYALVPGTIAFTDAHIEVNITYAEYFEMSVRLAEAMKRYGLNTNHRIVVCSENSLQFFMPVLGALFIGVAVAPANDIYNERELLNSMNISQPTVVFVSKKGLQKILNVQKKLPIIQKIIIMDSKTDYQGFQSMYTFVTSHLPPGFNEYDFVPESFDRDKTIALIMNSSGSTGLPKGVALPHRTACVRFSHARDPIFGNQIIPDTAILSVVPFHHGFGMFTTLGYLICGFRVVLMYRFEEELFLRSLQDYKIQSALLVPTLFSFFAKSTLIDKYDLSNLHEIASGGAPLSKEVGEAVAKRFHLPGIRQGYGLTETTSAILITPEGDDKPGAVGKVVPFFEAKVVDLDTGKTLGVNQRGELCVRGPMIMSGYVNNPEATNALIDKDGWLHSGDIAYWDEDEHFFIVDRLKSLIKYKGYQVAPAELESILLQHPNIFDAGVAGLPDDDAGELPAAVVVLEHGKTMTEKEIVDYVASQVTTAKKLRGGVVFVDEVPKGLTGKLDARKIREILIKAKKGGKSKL
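Biochemical qHTS of compounds, final roughly 60 µM downward over six points, against 10 nM purified firefly luciferase using Km concentrations of substrates (10 uM D-luciferin, 10 uM ATP) in Tris acetate pH 7.5 buffer; luminescence output.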
RORgamma inh: ROR gamma (mouse) transcription inhibition | 5.4% of 310,000 active | Drosophila S2 Gal4-RORgamma UAS-luciferase reporter, 20 h | P51450 | Potency, µM (titrated, usually from 53.6 µM), for inactives: top-dose activity change, negative = inhibition, usual class: inhibitors; note: potency is the fitted concentration of half-maximal effect; % is set by controls: 0 for no effect and ±100 for the full control effect; nearly all actives have a fitted effect of over 60% in size
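Stably transfected Drosophila Schneider cells are the test system, with ROR gamma fused to Gal4 and luciferase under UAS control; luminescence is read after 20 hr of 700 uM copper sulfate induction at ambient temperature.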
NPC1 prom act: NPC1 promoter activation. Huh7 NPC1 promoter luciferase reporter, 24 h. Potency, µM (titrated, usually from 9.22 µM), without a hit: at the top dose activation, actives largely listed as activators. 2.4% of 320,000 active;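 note: potency is the fitted concentration of half-maximal effect; % of control where 0% means no effect; nearly all actives have a fitted effect of over 60% in size; reporter is driven by a mutant NPC1 promoter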
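Luminescence read-out of NPC1 promoter-driven luciferase in stably transfected Huh7 cells; compounds delivered in DMSO and left 24 h at 37C, 5% CO2, qHTS titration format.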
Mito fusion act: mitochondrial division inhibition or fusion activation | S. cerevisiae fusion-defective mutant growth rescue, CellTiterGlo 48 h | 0.23% of 320,000 active | Potency, µM (series often up to 46.1 µM), inactives show at the top dose growth rescue (activation), usual class: activators | AID 485298;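 note: potency is the fitted concentration of half-maximal effect; % of control where 0% means no effect; nearly all actives have a fitted effect of over 45% in size; temperature-sensitive fusion mutants such as fzo1-1 at 37 °C on non-fermentable ethanol glycerol medium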
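Yeast fusion mutant, YPEG (non-fermentable carbon), compound, 48 h at 37C non-permissive; CellTiterGlo added, 10 min RT, luminescence read. Rescued growth = division inhibition.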
Menin-MLL TR inh: menin-MLL binding inhibition, Texas Red mutant peptide; O00255; Menin + Texas Red MLL mutant peptide, fluorescence polarization; Potency, µM (highest dose often 61.6 µM), inactives show at the highest dose FP activity change, negative = inhibition, usual class: inhibitors; 0.23% of 270,000 active; AID 1768; active = well fitted inhibition curve with a large enough effect in the polarisation, with a control signal flat, not every such curve was filed as active; inconclusive = small, poorly fitted or top-dose-only effect, or effect the other way, or a change in a side signal; inactive = no such curve, though single readings can be large or run the other way; the % refers to the polarisation; note: potency is the fitted concentration of half-maximal effect; % of control where 0% means no effect; many of its hits are not listed in these tables
Rab9 promoter act: Rab9 promoter activation | AID 485297 | 2.8% of 320,000 active | Huh7 Rab9 promoter-luciferase reporter, luminescence, 24 h | Potency, µM (top dose mostly 9.22 µM), inactives show at the top dose activation, negative = inhibition, hits mostly activators; note: potency is the fitted concentration of half-maximal effect; % of control where 0% means no effect; nearly all actives have a fitted effect of over 60% in size
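Huh7 reporter line, Rab9 promoter upstream of luciferase. Compound exposure 24 h at 37 °C in reduced-serum medium with 10% FBS. Read-out: luminescence.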
An asterisk follows results filed as active; & = joins results of further samples. Unless noted, calls come from the whole dose curve; as a rule, active = well fitted curve in the direction sought with a large enough effect; inconclusive = small, poorly fitted or top-dose-only effect, or another doubt; inactive = no such curve, though single readings can be large; an effect the other way counts as inactive or inconclusive.

For CC1(C(=O)NCc2ccc(Cl)c(Cl)c2)Oc2cccnc2NC1=O (stereo not given) the results were PKM2 activator 1%, VP16 counter -2%, KCNH2 3.1 inh -2, ELG1 DNA repair 6%, MBNL1-CUG inh -8%, FLuc counter 8%, RORgamma inh 1%, NPC1 prom act 2%, Mito fusion act 0%, Menin-MLL TR inh 6% and Rab9 promoter act -26%.
Screening COc1cc(NC2CCCCC2O)c2nc(-c3ccc(Cl)cc3)ccc2c1 (stereo not given) returned PKM2 activator -6%, VP16 counter -8%, KCNH2 3.1 inh -20, ELG1 DNA repair -16%, MBNL1-CUG inh inconclusive, FLuc counter inconclusive, RORgamma inh -4%, NPC1 prom act inconclusive, Mito fusion act inconclusive, Menin-MLL TR inh inconclusive and Rab9 promoter act 9%.
Cc1cc(C)c(OCCCCNCc2ccccc2)c(Cl)c1 was read as PKM2 activator 8%, VP16 counter -5%, KCNH2 3.1 inh -44, ELG1 DNA repair -10%, MBNL1-CUG inh -1%, FLuc counter 1%, RORgamma inh -44%, NPC1 prom act -2%, Mito fusion act -8%, Menin-MLL TR inh -19% and Rab9 promoter act -3%.
Screening COc1ccc(OC)c(N(CC(=O)N2CCCC2)S(=O)(=O)c2ccc(C)cc2)c1 returned VP16 counter -5%, KCNH2 3.1 inh 8, ELG1 DNA repair 12%, MBNL1-CUG inh 3%, FLuc counter 2%, RORgamma inh -12%, NPC1 prom act -4%, Mito fusion act 5%, Menin-MLL TR inh -12% and Rab9 promoter act 1%.
`COC(=O)CC1c2ccccc2S(=O)(=O)N1Cc1ccccc1` (stereo not given) gave PKM2 activator -1%, VP16 counter -1%&-4%, KCNH2 3.1 inh 2, ELG1 DNA repair -1%, MBNL1-CUG inh 3%, FLuc counter 0%, RORgamma inh 23%&-7%, NPC1 prom act -11%, Mito fusion act 10%, Menin-MLL TR inh 18% and Rab9 promoter act -1%.
Cc1ccc(N2C(=O)CC(N(CCc3ccccc3)C(=S)Nc3ccc(N(C)C)cc3)C2=O)cc1 (stereo not given) was read as PKM2 activator 1%, VP16 counter -9%, KCNH2 3.1 inh 13, ELG1 DNA repair 3%, MBNL1-CUG inh -3%, FLuc counter 2%, RORgamma inh 15%, NPC1 prom act -1%, Mito fusion act 1%, Menin-MLL TR inh inconclusive and Rab9 promoter act -5%.
`CCCc1cc(C(=O)NCc2ccccc2)no1` gave PKM2 activator -19%, VP16 counter 5%, KCNH2 3.1 inh 2, ELG1 DNA repair inconclusive, MBNL1-CUG inh inconclusive, FLuc counter inconclusive, RORgamma inh inconclusive, NPC1 prom act 15%, Mito fusion act -1%, Menin-MLL TR inh -12% and Rab9 promoter act 19%.
For CS(=O)(=O)N(CC(=O)N/N=C/c1ccco1)c1ccccc1Br the results were PKM2 activator 1%, VP16 counter 7%, KCNH2 3.1 inh 3, ELG1 DNA repair 1%, MBNL1-CUG inh 3%, FLuc counter 2%, RORgamma inh -3%, NPC1 prom act -2%, Mito fusion act 2%, Menin-MLL TR inh 6% and Rab9 promoter act 1%.
Screening CCc1nn(C(C)C(=O)NCCN2CCCCCC2)c(=O)c2cc3occc3n12 (stereo not given) returned VP16 counter 17%, KCNH2 3.1 inh 25, ELG1 DNA repair 15%, MBNL1-CUG inh 4%, FLuc counter -1%, RORgamma inh -7%, NPC1 prom act -3%, Mito fusion act 11%, Menin-MLL TR inh -16% and Rab9 promoter act -1%.
CCOc1ccccc1NC(=O)Cn1c(=O)n(-c2ccccc2)c(=O)c2oc3ccccc3c21 was read as PKM2 activator 1%, VP16 counter inconclusive, KCNH2 3.1 inh 12, ELG1 DNA repair -6%, MBNL1-CUG inh 7%, FLuc counter 0%, RORgamma inh 4%, NPC1 prom act -2%, Mito fusion act -4%, Menin-MLL TR inh -14% and Rab9 promoter act -4%.
`Cc1cccc(C)c1OC(=O)C(c1ccccc1)c1ccccc1` gave PKM2 activator -11%, VP16 counter -5%, KCNH2 3.1 inh 0, ELG1 DNA repair -1%, MBNL1-CUG inh -11%, FLuc counter 0%, RORgamma inh -5%, NPC1 prom act -2%, Mito fusion act 17%, Menin-MLL TR inh 6% and Rab9 promoter act -9%.
`O=C(Cc1ccccc1)N/N=C/c1ccc(-c2ccc([N+](=O)[O-])cc2)o1` gave PKM2 activator 19%, VP16 counter -14%, KCNH2 3.1 inh -17, ELG1 DNA repair 4%, MBNL1-CUG inh inconclusive, FLuc counter -1%, RORgamma inh -28%, NPC1 prom act 0%, Mito fusion act -1%, Menin-MLL TR inh inconclusive and Rab9 promoter act 1%.
Screening Cc1nc(Nc2ccccc2C(F)(F)F)sc1C(=O)N(C)C returned PKM2 activator -1%, VP16 counter 6%, KCNH2 3.1 inh -3, ELG1 DNA repair inconclusive, MBNL1-CUG inh 0%, FLuc counter inconclusive, RORgamma inh inconclusive, NPC1 prom act 20%, Mito fusion act 1%, Menin-MLL TR inh 0% and Rab9 promoter act inconclusive.
Cc1cc(O)ccc1NC(=S)NC(=O)c1cncc(Br)c1 was read as PKM2 activator 1%, VP16 counter 0.56µM*, KCNH2 3.1 inh -3, ELG1 DNA repair -8%, MBNL1-CUG inh 13%, FLuc counter -10%, RORgamma inh 0.79µM*, NPC1 prom act 18%, Mito fusion act 5%, Menin-MLL TR inh -1% and Rab9 promoter act 14%.
For COCCN(Cc1cc2cc(C)ccc2nc1Cl)C(=O)Nc1ccccc1C the results were PKM2 activator -3%, VP16 counter 1%, KCNH2 3.1 inh -4, ELG1 DNA repair inconclusive, MBNL1-CUG inh -6%, FLuc counter -19%, RORgamma inh -3%, NPC1 prom act -6%, Mito fusion act 2%, Menin-MLL TR inh -7% and Rab9 promoter act -4%.
`CCN1C(=O)[C@H]2[C@@H](c3ccc(C)cc3)N3C(=O)N(c4ccccc4)C(=O)[C@@]3(Cc3ccc(Cl)cc3)[C@H]2C1=O` gave PKM2 activator 1%, VP16 counter 3%, KCNH2 3.1 inh 2, ELG1 DNA repair -2%, MBNL1-CUG inh 6%, FLuc counter 1%, RORgamma inh 44%, NPC1 prom act -2%, Mito fusion act 2%, Menin-MLL TR inh 20% and Rab9 promoter act -2%.
Screening O=C(O)c1cccc(S(=O)(=O)Nc2ccc3[nH]c(=O)[nH]c3c2)c1 returned PKM2 activator 1%, VP16 counter -4%, KCNH2 3.1 inh 6, ELG1 DNA repair 16%, MBNL1-CUG inh -3%, FLuc counter -16%, RORgamma inh 15%, NPC1 prom act 2%, Mito fusion act -3% and Rab9 promoter act -3%.
Cn1c(=S)n(/N=C/c2ccc3c(c2)OCO3)c2ccccc21 was read as PKM2 activator -1%, VP16 counter 21%, KCNH2 3.1 inh 3, ELG1 DNA repair inconclusive, MBNL1-CUG inh 1%, FLuc counter inconclusive, RORgamma inh 11µM*, NPC1 prom act 29%, Mito fusion act -5%, Menin-MLL TR inh 21% and Rab9 promoter act 17%.
`O=C1Nc2cc(C(=O)N3CCOCC3)ccc2SC1N1CCOCC1` (stereo not given) gave PKM2 activator -2%, VP16 counter -2%, KCNH2 3.1 inh -3, ELG1 DNA repair -2%, MBNL1-CUG inh -2%, FLuc counter 5%, RORgamma inh 0%, NPC1 prom act -6%, Mito fusion act -1%, Menin-MLL TR inh 2% and Rab9 promoter act 0%.
`COc1ccc(OCC(=O)NNC(=O)c2cc3ccccc3o2)cc1` gave PKM2 activator 0%, VP16 counter 0%, KCNH2 3.1 inh 3, ELG1 DNA repair 3%, MBNL1-CUG inh 8%, FLuc counter -15%, RORgamma inh -1%, NPC1 prom act 1%, Mito fusion act 0%, Menin-MLL TR inh 0% and Rab9 promoter act -3%.

An excerpt (hit frequency here may not be typical).
